Assay outcomes: PubChem BioAssay, several laboratories
CCHF vOTU inh = CCHFV vOTU protease inhibition; Pep-AMC fluorescence; inhibition, % at 11.5 µM; 0.55% of 370,000 active; AID 651958; in the data active means inhibition above about 30%; further: 0% = vehicle wells with enzyme and 100% = no enzyme wells
PrPC surface inh = inhibitors of human cell surface prion protein PrPC; AID 720596; inhibition, % at 13.8 µM; 0.43% of 370,000 active; P04156; TR-FRET read-out; in the data active means inhibition above about 24%; further: 0% = median of the test wells and 100% = reference compound wells
Y pestis TopoI = blocks Yersinia pestis topoisomerase I activity; Y. pestis Topo-I cleavage product accumulation, plate reader; activity, % at 10 µM; 0.064% of 360,000 active; in the data active means activity above about 50%, passing the limit was not always enough; inconclusive means no clear call, values can overlap the other calls; further: inactives centre near 2
FadD28 binding = M. tuberculosis FadD28 bisubstrate binding inhibition. 0.22% of 360,000 active. inhibition, % at 12.5 µM. FadD28 bisubstrate probe binding, fluorescence polarization; in the data active means inhibition above about 8.5%, passing the limit was not always enough; inconclusive means no clear call, values can overlap the other calls
PfHsp40 rescue = restores yeast growth despite PfHsp40 toxicity. S. cerevisiae expressing PfHsp40, growth rescue, ATP luminescence. growth rescue, % at 12.5 µM. 0.68% of 340,000 active; in the data active means growth rescue above about 28%, passing the limit was not always enough; inconclusive means no clear call, values can overlap the other calls;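 further: yeast W303a lacking pdr1 and pdr3 grown in galactose medium; growth measured after three days at 30 °C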
BoNT A protease = BoNT A light chain protease inhibition; AID 588499; multiplex microsphere protease substrate cleavage, flow cytometry; 0.17% of 360,000 active; inhibition, % at 10 µM; further: plate controls were buffer without enzyme for full effect and enzyme alone for no effect
Anthrax LF inh2 = anthrax lethal factor protease inhibition | multiplex microsphere protease cleavage assay, LF | 0.12% of 360,000 active | AID 588501 | inhibition, % at 10 µM | P15917; further: plate controls were buffer without enzyme for full effect and enzyme alone for no effect
TcdB inh = TcdB glycohydrolase inhibition | P18177 | TcdB glycohydrolase enzymatic assay, plate reader | inhibition, % at 9.99 µM | 0.24% of 350,000 active; in the data active means inhibition above about 10%
BoNT F protease = BoNT F light chain protease inhibition | inhibition, % at 10 µM | AID 588497 | Multiplex microsphere protease cleavage assay, flow cytometry | 0.22% of 360,000 active; in the data active means inhibition above about 35%, passing the limit was not always enough; inconclusive means no clear call, values can overlap the other calls; further: plate controls were buffer without enzyme for full effect and enzyme alone for no effect
Numbers without * were called inactive; ? = inconclusive; / = not tested or not shown; & = joins results of further samples. Unless noted, no stated cut-off is given here; in the data, active means inhibition above about 30%; inconclusive means no clear call, values can overlap the other calls; inactive means below that.

Results follow in this order: CCHF vOTU inh, PrPC surface inh, Y pestis TopoI, FadD28 binding, PfHsp40 rescue, BoNT A protease, Anthrax LF inh2, TcdB inh, BoNT F protease
COc1ccc(-c2nnc(-c3ccc(N(C)C)cc3)o2)cc1
  0, 3, 1, -0.4, -1.5, -0.3, 0, /, 2
Cc1ccc(SCC(=O)Nc2cccnc2)cc1
  0, 3, -9, -2.4, -2.5, -0.3, 2, /, -7
O=C(/C=C/c1ccc([N+](=O)[O-])o1)NNC(=O)c1ccc(F)cc1
  9, 65*, -2, -3.0, -0.8, 2.1, 2, 0.5, 3
C[C@H]1CN([C@@H](C)CO)C(=O)c2cc(NS(=O)(=O)c3ccc(Cl)cc3)ccc2O[C@@H]1CN(C)CC1CCCCC1
  13, -5, 36, -3.2, -0.6, -0.4, -12, 0.1&1.6, -5
COc1cc2c(cc1OC)C(C(=O)Nc1cc(OC)c(OC)c(OC)c1)C(c1cccnc1)N(C)C2=O (stereo not drawn)
  13, 3, -12, -2.4, -0.7, -0.3, -1, 0.5, -6
COc1ccc(NC(=O)C(Cc2cc(C)cc(C)c2)C(C)C(=O)O)cc1 (stereo not drawn)
  -11, 5, -9, 0.9, 0.7, -0.4, -4, 0.1, 14
COc1ccc(CC(=O)N2CCN(c3cccc(C)c3C)CC2)cc1
  -11, 1, 27, -1.8, 1.0, -3.3, -4, 1.9, 9
COc1ccc2nc(/N=C/c3c(O)n(-c4cccc(Cl)c4)c(=O)[nH]c3=O)sc2c1
  10, -2, 1, 0.3, 0.6, -0.1, 0, /, -9
CCCCNc1nc2c(c(=O)[nH]c(=O)n2C)n1CCCc1ccccc1
  -13, 0, -2, 1.1, /, -0.2, 2, 0.2, 1
C=CCn1c(SCC(=O)N(CC)CC)nc(O)cc1=O
  -11, -4, 1, -0.5, 1.2, ?, -2, /, -1
CCCn1nc(C(=O)Nc2cccc(S(=O)(=O)N(C)c3ccccc3)c2)c2ccccc2c1=O
  5, 3, 23, -2.6, -0.7, 2.0, 1, 1.0, 6
CCNc1nc(NC(C)C)nc(Oc2ccc(OCCOc3ccccc3)nn2)n1
  -1, 5, 3, -1.6, 0.6, 0.0, -4, -0.2, -2
Cc1ccc(OCC(=O)Nn2cnnc2)c(Br)c1
  -8, -3, -2, -0.2, -0.2, 0.5, -7, 0.5, -7
COc1cccc(N2CCN(C(=S)Nc3ccc(F)cc3)CC2)c1
  -8, 2, -2, -4.9, -1.0, 3.2, -15, 1.9, 13
CC(C)(C)C1CCc2c(C(=O)NNC(=O)/C=C/C(=O)O)csc2C1 (stereo not drawn)
  25, 6, 11, -2.7, 1.1, 0.0, -1, /, -8
C/C(CC(=O)NC12CC3CC(CC(C3)C1)C2)=N\NC(=O)c1ccc(F)cc1
  7, 6, 4, -1.1, 0.8, -2.3, 5, -0.2, -11
COc1ccc(-n2nnnc2C(c2ccccc2OC(F)(F)F)N2CCC3(CC2)C(=O)NCN3c2ccccc2)cc1 (stereo not drawn)
  18, 0, /, -2.6, /, 0.2, -11, 0.5, 1
CCOC(=O)c1[nH]c(C(=O)O)c(CCC(=O)OC)c1C
  -14, -5, 5, -0.7, 0.5, -1.2, -9, 3.1, -1
COc1ccc(-n2c(COc3cccc4cccnc34)nnc2SCC(=O)O)cc1
  -2, 3, 2, -2.4, 2.8, 0.5, -3, 0.5, -4
COCC(=O)N(C)C1(c2nnnn2CCOC(=O)Nc2cccc3ccccc23)CCCC1
  /, /, 6, -2.2, 0.9, -0.6, -1, /, -3
O=C(NCCC1=CCCCC1)C1CCN(C(=O)c2ccc(Cl)cc2)CC1
  7, 14, 29, -1.9, 1.6, 0.2, -1, 0.0, -4
O=C(CCN1CCOCC1)c1ccccc1
  -9, -1, -1, -0.3, -1.1, 0.5, 0, 0.8, -10
CC1CCCN(C(=S)Nc2ccc(Nc3ccccc3)cc2)C1 (stereo not drawn)
  -3, 1, 3, 2.5, 9.5, -0.7, -5, 0.8, -4
O=c1[nH]cnc(O)c1N=Nc1ccccc1
  2, -12, 7, -1.4, -1.0, 1.9, 4, 0.1, ?
COC(=O)c1sc(N2C(=O)C(O)=C(C(=O)c3ccc(C)o3)C2c2cc(OC)ccc2OC)nc1C (stereo not drawn)
  24, 5, 13, -0.3, 0.1, 3.2, 1, -0.1, 10
COc1ccc(N(CC(C)C)S(=O)(=O)c2nnc(NC(=O)c3ccco3)s2)cc1
  22, 6, 4, -1.1, 1.7, -0.4, -2, 2.0, -11
Cc1ccc(CN2CCSc3ccc(C(=O)N4CCN(c5ncccn5)CC4)cc32)cc1
  /, /, -6, 0.8, -0.5, 0.6, 2, /, 1
O=S(=O)(c1ccccc1)c1nc(-c2ccco2)oc1N1CCCCC1
  1, 0, 19, -2.3, -0.6, 0.6, -2, 0.4, 1
O=C1c2ccccc2NC(c2ccc(O)cc2)N1c1ccccc1 (stereo not drawn)
  -19, -7, -2, /, -0.9, -3.8, 4, -0.1, -5
Cn1cccc1/C=N/N1CCN(Cc2ccc(Cl)cc2)CC1
  14, 4, -9, -0.8, -0.2, 0.9, -11, -1.3, -11

Next compounds
Results follow in this order: CCHF vOTU inh, PrPC surface inh, Y pestis TopoI, FadD28 binding, PfHsp40 rescue, BoNT A protease, Anthrax LF inh2, TcdB inh, BoNT F protease
CC(C)(O)[C@@H]1CC[C@@](C)(C2CC[C@]3(C)C2[C@H](O)CC2[C@@]4(C)CC[C@H](O)C(C)(C)C4[C@@H](O[C@H]4O[C@@H](CO)[C@H](O)[C@@H](O)[C@@H]4O[C@@H]4O[C@H](CO)[C@@H](O)[C@H](O)[C@H]4O)C[C@]23C)O1 (stereo in doubt)
  -14, 6, 3, -2.5, 0.5, -0.4, -2, 0.6, -5
CCOC(=O)C(CC)(CC)C(=O)/C=C/c1cccc(Br)c1
  19, 1, 40, -3.5, 1.3, -0.7, -2, /, -4
CNC(=O)/C(C#N)=C/c1c(N(Cc2ccccc2)Cc2ccccc2)nc2c(C)cccn2c1=O
  -24, 6, 33, -6.0, 1.9, -0.5, 0, /, -4
CCOC(=O)c1c(C)[nH]c(C(=O)OCC(=O)Nc2cc(C)nn2-c2ccccc2)c1C
  0, 4, -1, -4.8, 0.5, /, /, 2.1, /
CC(=O)c1ccc(OCC(=O)N2CCCC2c2ccc3c(c2)OCCCO3)cc1 (stereo not drawn)
  8, -1, 0, -0.1, -0.6, 0.3, -6, 1.2, -1
O=C(Cn1nnc(-c2ccccc2)n1)N/N=C/c1cccc([N+](=O)[O-])c1
  -2, -3, 2, -1.0, 0.4, 0.3, -2, /, -6
COc1ccccc1NC(=O)c1ccccc1S(=O)(=O)c1ccc([N+](=O)[O-])cc1
  18, -1, -9, -4.0, -0.8, 2.1, 0, -4.4, 0
Cc1cc(C)c(C(=O)N(CCN(C)C)CC2CCCN(Cc3ccccc3F)C2)o1 (stereo not drawn)
  -8, -3, 26, -2.4, -0.2, -11, -8, 0.8, -42
CC(C)COc1ccc(C(=O)OCC(=O)NCCC2=CCCCC2)cc1
  0, -2, 40, 0.0, 1.1, 4.4, 0, 0.3, -3
Cc1cc(=O)n2nc(N3CCCC(C(=O)N4CCN(C)CC4)C3)sc2n1 (stereo not drawn)
  9, 2, 6, -4.1, 0.3, -0.5, -2, /, -2
CN(Cc1ccccc1)C(=O)CCC1CCN(C(=O)CCC(F)(F)F)CC1
  -6, -3, 0, -4.1, -2.4, -1.8, 6, 0.6, -12
COc1ccc(-c2cc(C(=O)N/N=C(\C)c3cccnc3)c3ccccc3n2)c(OC)c1
  5, 6, 7, -1.4, 0.2, -2.0, -1, -1.3, 8
CCCCn1c(N)c(N(CCOC)C(=O)CSc2nc3ccc(C)cc3[nH]2)c(=O)[nH]c1=O
  -8, -3, 4, -0.3, -0.6, -0.4, 2, /, -4
COc1cc(NC(=O)c2cc(OC)c(OC)c(OC)c2)ccc1NC(=O)c1cccs1
  11, 6, -7, 0.8, 0.2, -0.2, -2, 0.0, 3
Cc1cccc(NC(=O)CCOc2ccccc2)c1C
  -13, -3, 0, -1.7, 1.7, 1.7, 12, -0.5, -2
COc1ccc(Cn2c(/C=C/c3ccccc3)nc3ccccc32)cc1
  -29, 1, -6, -10, -0.7, -1.3, 2, /, -4
O=C(CSc1ccc2c(c1)OCCO2)Nc1ncc(Cl)cc1Cl
  5, 9, -3, -2.1, -0.5, 0.0, 2, /, 3
CCc1nnc(NC(=O)CSc2nnc(COc3ccccc3)n2-c2ccc(C)cc2)s1
  7, 1, 5, -1.0, -0.5, -0.5, -1, /, 16
CCN1CCN(Cc2nc3ccc([N+](=O)[O-])cc3c(=O)n2-c2ccc(OC)cc2OC)CC1
  17, -48, -2, -0.8, -1.8, -2.2, 0, -5.0, ?
COc1ccc(/C=C(\NC(=O)c2ccccc2)C(=O)OCC2CCCN3CCCCC23)cc1OC (stereo not drawn)
  1, -1, 3, -3.7, -1.9, 0.3, 3, 0.8, -2
Cc1cc(=O)n2nc(N3CCC(C(=O)N4CCN(C)CC4)CC3)sc2n1
  -10, 0, 8, -1.8, -0.8, -0.5, -6, /, 7
CN(CCc1ccccn1)C1CCCN(S(=O)(=O)c2ccccc2)C1 (stereo not drawn)
  1, -4, -2, 0.8, -0.4, 2.1, 1, 2.3, 5
Cc1noc(C)c1COc1ccc(C(=O)OCC(=O)Nc2c(C)n(C)n(-c3ccccc3)c2=O)cc1
  4, -2, 7, -0.8, -0.3, -0.6, 1, 1.4, -1
CCOC(=O)c1cc2c(c(-c3ccccc3)n1)[C@H](CCO)N(S(=O)(=O)C(C)(C)C)C2
  3, -6, -2, -0.1, -0.2, -0.2, 3, 0.9, -4
OCC[C@H]1C[C@@H](O)[C@H](O)[C@]2(OCc3ccccc32)O1
  2, 1, -2, -3.6, -1.2, -0.1, -12, -0.1, -5
O=C(Nc1cc(Cl)ccc1C(=O)O)c1ccc(CN2C(=O)c3ccccc3C2=O)cc1
  0, -2, 1, -19, -0.9, 1.5, -9, -0.1, -16
COc1cc2c(cc1OC)CN(C(=S)Nc1ccccc1Cl)CC2
  1, 16, 2, -7.7, 2.7, 0.2, 0, -5.0, -6
O=C(Cn1c(=O)oc2ccc(Cl)cc21)NC1CCCCC1
  -8, 8, -5, -2.0, 2.2, -0.6, 0, 0.1, 5
CO/N=C/C(C#N)=C/c1cc(C(=O)c2ccccc2)cn1C
  3, -7, -1, -0.4, 1.7, 1.2, 0, 1.3, 5
Cc1cc(C(=O)NC2CCCc3c2cnn3-c2cccc(C)c2C)no1 (stereo not drawn)
  -3, 9, 16, 0.9, 0.4, -1.5, 2, 0.8, 6

Continued, overlapping the part above by three compounds.
Results follow in this order: CCHF vOTU inh, PrPC surface inh, Y pestis TopoI, FadD28 binding, PfHsp40 rescue, BoNT A protease, Anthrax LF inh2, TcdB inh, BoNT F protease
O=C(Cn1c(=O)oc2ccc(Cl)cc21)NC1CCCCC1
  -8, 8, -5, -2.0, 2.2, -0.6, 0, 0.1, 5
CO/N=C/C(C#N)=C/c1cc(C(=O)c2ccccc2)cn1C
  3, -7, -1, -0.4, 1.7, 1.2, 0, 1.3, 5
Cc1cc(C(=O)NC2CCCc3c2cnn3-c2cccc(C)c2C)no1 (stereo not drawn)
  -3, 9, 16, 0.9, 0.4, -1.5, 2, 0.8, 6
CCOc1ccc(NS(=O)(=O)c2ccc3c(c2)CCN3C(=O)CCC(=O)O)cc1
  9, 2, 1, -5.0, 2.5, 1.1, 0, /, 1
CCOC(=O)N1CCN(S(=O)(=O)c2ccc(OC)c(Cl)c2Cl)CC1
  0, 1, 21, -4.1, -0.7, -0.3, -2, /, -6
COCCCNc1nc2ccccc2nc1NS(=O)(=O)c1ccc(C)cc1
  3, -1, 5, 0.5, -1.0, 0.4, -9, 0.8, -2
CCOC(=O)N1CCN(C(=O)C2CCN(S(=O)(=O)c3cc(Cl)ccc3Cl)CC2)CC1
  -5, 1, 27, -4.4, 1.1, -1.1, 1, /, 4
Cc1ccc(NC(=O)COC(=O)C2(CC(=O)NC(C)(C)C)CCCC2)cc1C
  3, 1, 22, -5.4, 4.9, -0.2, 1, -0.8, -4
COc1ccc(C(=O)C2CCCN(C(=O)c3noc4c3CCCC4)C2)c(C)c1 (stereo not drawn)
  -2, -1, 22, -4.4, -0.8, -0.7, -7, 1.8, -2
COc1ccc(OC)c(S(=O)(=O)ON2C(=O)c3ccccc3C2=O)c1
  -2, -7, -1, 1.0, 0.6, -5.1, 9, 2.9, 7
Cc1ccc(Nc2nc(-c3cccnc3)cs2)cc1C
  11, -1, 6, -1.5, 1.8, -0.5, 4, 1.6, -4

No enrichment for hits, and some 2.3% of all compounds hit somewhere here.
